SENP8 block-1: SENP8 protease inhibitors, primary screen, biochemical, luminescence. Sentrin-specific protease 8 (Homo sapiens), Q96LD8. purified SENP8, Z-RLRGG-aminoluciferin cleavage. inhibition, % at 10 µM. 330,000 tested, 1.2% active. AID 2540, 2010; in the data active = inhibition above about 50%
Target sequence (Q96LD8 whole entry, looked up): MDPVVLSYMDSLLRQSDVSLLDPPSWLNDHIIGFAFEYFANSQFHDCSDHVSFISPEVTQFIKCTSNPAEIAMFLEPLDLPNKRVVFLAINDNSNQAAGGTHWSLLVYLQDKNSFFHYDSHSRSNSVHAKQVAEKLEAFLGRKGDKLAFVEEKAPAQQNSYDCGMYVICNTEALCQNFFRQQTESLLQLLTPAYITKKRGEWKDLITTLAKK
SENP6 block: SENP6 protease inhibitors, primary screen, biochemical, luminescence, uHTS; Sentrin-specific protease 6 (Homo sapiens), Q9GZR1; inhibition, % at 10 µM; AID 2599, 2010; Recombinant SENP6 catalytic domain, aminoluciferin luminescence; 330,000 tested, 1.8% active;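 active = inhibition above about 50% at the single tested dose, limit read from the data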;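 note: plate controls were DMSO wells with enzyme for no effect and DMSO wells lacking enzyme for full effect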
SENP1 FRET inh: human SENP1 catalytic domain inhibitors, primary screen, biochemical, FRET, uHTS. Sentrin-specific protease 1 (Homo sapiens), Q9P0U3. recombinant SENP1 catalytic domain, CyPet-SUMO1-YPet FRET cleavage. inhibition, % at 10 µM. 360,000 tested, 0.21% active;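 active = inhibition at least 30% at 10 µM, raw YFP signal under a set limit, fluorescence ratio 0.5 to 1.5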;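 note: 0% = enzyme with DMSO and 100% = no enzyme wells; some results filed as inactive read as strong as hits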
Target sequence (Q9P0U3 419-644 limits assumed): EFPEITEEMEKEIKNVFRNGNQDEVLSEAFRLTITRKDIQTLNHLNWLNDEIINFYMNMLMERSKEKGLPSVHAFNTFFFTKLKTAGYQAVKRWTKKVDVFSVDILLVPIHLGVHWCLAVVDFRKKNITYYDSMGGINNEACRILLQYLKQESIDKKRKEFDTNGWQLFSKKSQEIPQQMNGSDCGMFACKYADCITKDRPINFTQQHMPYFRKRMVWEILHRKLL
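System: Recombinant human SENP1 catalytic domain, His6-tagged | Incubation: Enzyme reaction for 50 min at room temperature, dark | Medium: Tris pH 8 with BME, BSA, NP40 and catalase | Also added: 25 nM SUMO1 FRET substrate | Compound: 10 µM single point, 0.5% DMSO | Measured by: FRET fluorescence in CFP and YFP emission channels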
SENP8 block-2: human SENP8 protease inhibitors, primary screen, biochemical, fluorescence, Nedd8 protein substrate, uHTS; Sentrin-specific protease 8 (Homo sapiens), Q96LD8; 360,000 tested, 0.64% active; AID 602440, 2012; inhibition, % at 20 µM; recombinant SENP8; in the data active = inhibition mostly above about 40%, no sharp cut-off; inactive = mostly below about 27%
HKDC1 inh: HKDC1 hexokinase inhibitors, primary screen, biochemical, fluorescence, uHTS; Q2TB90; recombinant HKDC1, G6PDH/diaphorase resazurin coupled fluorescence; inhibition, % at 20 µM; 340,000 tested, 0.16% active; AID 493160, 2011;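 active = inhibition above about 35% when tested at 20 µM, limit read from the data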;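 note: plate controls were DMSO wells with enzyme for no effect and DMSO wells lacking enzyme for full effect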
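Test system: recombinant HKDC1 (HK5) hexokinase enzyme, produced in-house / Doses: 20 µM test compound, 1% DMSO / Timing: 90 min, room temperature / Detection: G6PDH/diaphorase-coupled fluorescence, 1 mM NADP, 100 µM resazurin, 525/613 nm / Control set: DMSO wells with and without enzyme mix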
PfG6PD inh: PfG6PD enzyme inhibitors, primary screen, biochemical, fluorescence intensity, uHTS; glucose-6-phosphate dehydrogenase-6-phosphogluconolactonase (Plasmodium falciparum 3D7); PfGluPho enzyme, NADPH resazurin-diaphorase fluorescence; inhibition, % at 20 µM; 350,000 tested, 0.78% active; AID 504690, 2011;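 active = inhibition reaching at least a set limit at 20 µM in the primary screen, cut at about 59% in these data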;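 note: 0% = DMSO wells with substrate and 100% = DMSO wells lacking glucose-6-phosphate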
SENP7 inh: SENP7 protease inhibitors, primary screen, biochemical, luminescence, uHTS | AID 434973, 2010 | Sentrin-specific protease 7 (Homo sapiens), Q9BQF6 | inhibition, % at 5 µM | recombinant SENP7, Z-RLRGG-aminoluciferin luminescence, 40 min | 330,000 tested, 1.5% active;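 active = inhibition above about 50% at the single test dose, limit read from the data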;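 note: plate controls were DMSO with enzyme for no effect and no enzyme buffer wells for full effect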
Target sequence (Q9BQF6 706-1050 limits assumed): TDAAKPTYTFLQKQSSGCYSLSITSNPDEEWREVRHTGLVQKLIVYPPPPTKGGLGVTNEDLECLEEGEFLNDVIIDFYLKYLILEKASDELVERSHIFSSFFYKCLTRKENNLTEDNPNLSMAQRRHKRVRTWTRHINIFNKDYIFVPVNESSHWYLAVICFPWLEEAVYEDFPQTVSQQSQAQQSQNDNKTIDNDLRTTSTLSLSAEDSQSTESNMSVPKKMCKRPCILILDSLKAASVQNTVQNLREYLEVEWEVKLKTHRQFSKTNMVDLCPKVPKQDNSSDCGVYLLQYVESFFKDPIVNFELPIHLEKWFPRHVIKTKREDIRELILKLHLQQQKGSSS
MIN6 prolif: inducers of MIN6 beta-cell proliferation, primary screen, ATP luminescence, uHTS. MIN6 cells proliferation, ATPlite luminescence, 48 h; cells starved in 0.2% serum; 100% = growth in 10% serum. proliferation, % at 10 µM. 330,000 tested, 0.29% active. AID 2380, 2010;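 active = compounds whose signal lies at least 3.5 SD above the mean of all wells on their plate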;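 note: 0% = DMSO-treated cells in low-serum medium and 100% = 10% serum control; some compounds called inactive have numbers as strong as hits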
UBC13 inh: UBC13 polyubiquitin chain formation inhibitors, primary screen, biochemical, TR-FRET, uHTS; Ubiquitin-conjugating enzyme E2 N (Homo sapiens), P61088; inhibition, % at 20 µM; 330,000 tested, 0.47% active; in the data active = inhibition above about 45%, passing the limit was not always enough
Target sequence (P61088 whole entry, looked up): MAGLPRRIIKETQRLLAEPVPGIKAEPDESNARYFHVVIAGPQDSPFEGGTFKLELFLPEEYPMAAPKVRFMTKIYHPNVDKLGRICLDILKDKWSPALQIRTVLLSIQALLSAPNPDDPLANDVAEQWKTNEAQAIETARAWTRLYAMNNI
An asterisk follows results filed as active; i = inactive; / = no result given.

SMILES | SENP8 block-1 | SENP6 block | SENP1 FRET inh | SENP8 block-2 | HKDC1 inh | PfG6PD inh | SENP7 inh | MIN6 prolif | UBC13 inh
O=C(CNC(=O)c1ccco1)NCC(=O)OCc1ccccc1Cl | 5 | -16 | 2 | 9 | -6 | 0 | 4 | 0 | 6
Cc1cc(C(=O)Nc2sc3c(c2C#N)CCC(C)C3)cs1 (stereo not given) | -13 | 10 | -11 | -34 | 5 | 0 | 10 | -1 | 0
C/C(=N\NS(=O)(=O)c1cccc([N+](=O)[O-])c1)c1cccnc1 | 1 | 4 | 0 | 10 | -2 | 2 | 8 | 1 | 0
O=c1nc2n(c3ncccc13)CCC2 | -2 | -4 | 1 | 8 | -5 | -14 | 6 | -2 | 1
ON(CCc1ccncc1)Cc1ccccc1 | / | / | -92 | 10 | -10 | 6 | / | / | /
CCOC(=O)c1csc(COc2ccc(OC)cc2)n1 | 14 | 22 | 1 | 7 | 3 | -10 | 6 | -2 | 2
CC1(C)CC(=O)C(=Cc2cn(-c3ccccc3)nc2-c2ccccc2)C(=O)C1 | 4 | 20 | 3 | 7 | 6 | 43 | 5 | -4 | -1
COc1cc(-c2nnc(SC/C=C/c3ccccc3)n2N)cc(OC)c1OC | -2 | 7 | 3 | 22 | 4 | -6 | -10 | -4 | -16
CN1CCN(c2nc3c(c(=O)[nH]c(=O)n3C)n2Cc2cccc(Br)c2)CC1 | 4 | -6 | 2 | 11 | -8 | 18 | -6 | -1 | -4
Nc1nnc(-c2ccco2)s1 | 8 | -3 | -5 | -4 | -5 | 18 | 12 | -3 | -2
COc1ccc(CCCc2nc3ccccc3[nH]2)cc1 | -9 | 11 | 4 | 25 | -1 | -9 | 5 | -4 | 2
O=C(Nc1ccc(OC(F)F)cc1)c1cc[n+]([O-])cc1 | -8 | -6 | 2 | 5 | -9 | 2 | 5 | 1 | 6
Cc1ccc(C(=O)OCC(=O)c2ccc(S(=O)(=O)N3CCCCC3)cc2)o1 | 5 | -12 | 5 | 2 | -1 | 2 | 1 | -4 | -8
Cc1cc([N+](=O)[O-])ccc1-c1ccc(/C=N/NC(=O)Cc2ccccc2)o1 | -4 | 20 | -30 | -88 | -3 | -1 | -9 | 3 | -4
COc1ccc(/C(O)=C2/C(=O)C(=O)N(Cc3cccnc3)C2c2ccccn2)cc1 (stereo not given) | 9 | 13 | -1 | -7 | -6 | -6 | 1 | -1 | -6
N/C(=N\N=Cc1ccc2c(c1)OCO2)NN=Cc1ccc2c(c1)OCO2 | / | / | -2 | -154 | -4 | -24 | / | / | /
CCCS(=O)(=O)N1CCCC(C(=O)NCCCN(CC)c2cccc(C)c2)C1 (stereo not given) | -3 | -4 | -2 | 16 | -9 | 6 | 4 | 4 | 4
S=C(Nc1ccccc1Cl)N(Cc1cccnc1)Cc1ccco1 | 2 | -20 | 1 | 15 | -1 | -19 | 0 | -2 | -4
Cc1cc(NC(=O)C23CCC(C)(C(=O)O2)C3(C)C)no1 (stereo not given) | -16 | -14 | -1 | 25 | -9 | -4 | -3 | -2 | -14
CN1CCN(NC(=O)Nc2ccc(F)cc2)CC1 | 2 | 2 | 2 | -4 | -7 | 9 | 1 | -4 | -3
COc1ccccc1N1CCN(C(=O)C(=O)c2cn(CC(=O)N3CCCCCC3)c3ccccc23)CC1 | -1 | -13 | 0 | -14 | 6 | 13 | -3 | -7 | 4
CC(C)c1nc(C(N)=O)c2[nH]c(=O)n(-c3ccc(F)cc3)c2n1 | 1 | -3 | -13 | -303 | -2 | 0 | 3 | 2 | 0
COc1ccc2c(c1OC)C(=O)N1C2SC(C)(C)[C@H]1C(=O)NC1CCCC1 (stereo not given in full) | 14 | 6 | -6 | -20 | -4 | -9 | -3 | -1 | 6
CC(C)(C)C1CCC(=NOC(=O)c2ccc(F)cc2)CC1 (stereo not given) | 1 | -1 | -1 | 24 | 0 | 9 | 4 | -5 | 4

Next part, overlapping the part above by 2 compounds.
SMILES | SENP8 block-1 | SENP6 block | SENP1 FRET inh | SENP8 block-2 | HKDC1 inh | PfG6PD inh | SENP7 inh | MIN6 prolif | UBC13 inh
COc1ccc2c(c1OC)C(=O)N1C2SC(C)(C)[C@H]1C(=O)NC1CCCC1 (stereo not given in full) | 14 | 6 | -6 | -20 | -4 | -9 | -3 | -1 | 6
CC(C)(C)C1CCC(=NOC(=O)c2ccc(F)cc2)CC1 (stereo not given) | 1 | -1 | -1 | 24 | 0 | 9 | 4 | -5 | 4
Fc1ccc(-c2nc3c(Cl)cc(C(F)(F)F)cn3c2Cl)cc1 | 2 | -3 | 7 | -191 | -2 | 0 | 31 | -4 | 28
COc1ccc(C2C(C(=O)OCC(=O)NC(C)(C)C)CCC(=O)N2c2ccc(C)cc2)cc1OC (stereo not given) | -4 | 2 | 2 | 30 | 6 | -19 | -5 | -3 | -12
COc1ccc(NC(=O)COC(=O)c2ccc3ccccc3n2)c(OC)c1 | 13 | -11 | 2 | 4 | 1 | -5 | -1 | -3 | 0
O=C(COC(=O)c1c2c(nc3ccccc13)CCCC2)c1cccs1 | -2 | -5 | 0 | 14 | -3 | 2 | -2 | -2 | -4
O=C1c2ccc3c4c(ccc(c24)C(=O)N1CCCCO)C(=O)N(CCCCO)C3=O | / | / | 4 | -13 | 12 | 24 | / | / | /
NC(=O)C1CCN(C(=O)c2cc(S(=O)(=O)N3CCN(c4ccccc4)CC3)ccc2Cl)CC1 | / | / | 3 | 10 | -4 | 7 | / | / | /
Cc1cccc(CSc2nnc(CCCCCNC(=O)OC(C)(C)C)o2)c1 | -2 | -21 | 3 | 39 | -1 | -6 | 6 | -1 | 6
CCOC(=O)N1CCN(C(=O)c2cccn3c(=O)c4cc(Br)ccc4nc23)CC1 | -1 | -3 | -36 | -412 | -33 | 10 | 6 | -4 | 4
COc1ccc(/C=N/n2c(-c3ccccc3)n[nH]c2=S)cc1 | -9 | -13 | 1 | 25 | -4 | 32 | -11 | -2 | -6
CCn1c(C)nnc1SCC(=O)Nc1cccc(C(F)(F)F)c1 | -11 | -11 | 0 | 23 | -2 | 1 | -13 | -3 | -4
C=CCn1c(-c2ccccc2)n[nH]c1=S | 7 | -14 | 2 | -32 | 0 | 27 | 8 | -1 | 3
CCN1CC(CN(C)Cc2nc(-c3ccc(OC)c4ccccc34)oc2C)CC1=O (stereo not given) | -8 | -7 | -11 | -428 | 1 | 22 | -2 | -3 | 5
O=Cc1cn(CCC(=O)O)nc1-c1cccc(Cl)c1 | -6 | -16 | 1 | 5 | -10 | -5 | -11 | 0 | -6
O=C(Nc1ccccc1F)c1ccc(CNS(=O)(=O)c2cccc(C(F)(F)F)c2)cc1 | 4 | -2 | 2 | 48* | -7 | 1 | 4 | -1 | 0
O=C(COC(=O)c1ccccc1Br)NCCC1=CCCCC1 | -7 | -3 | 3 | 12 | -4 | 8 | 5 | 2 | 16
COc1ccc(-c2nc(CSCC(=O)NC3CCN(Cc4ccccc4)CC3)c(C)o2)cc1OC | -8 | -7 | -1 | 1 | -4 | -5 | -2 | -2 | 5
Cc1ccc(S(=O)(=O)N2CCOCC2)cc1C(=O)NCC1CCCO1 (stereo not given) | -10 | 1 | 1 | 7 | -6 | 13 | -8 | -4 | -6
CCN1CCN(c2ccc(S(=O)(=O)N3CCCCC3)cc2NC(=O)COc2ccc(F)cc2Cl)CC1 | -2 | -2 | -1 | 1 | 2 | 25 | 6 | -6 | 14
Cc1cc(C)c(NC(=O)CN2C(=O)NC3(CCOc4ccccc43)C2=O)c(C)c1 (stereo not given) | -6 | -8 | 0 | 31 | -2 | -11 | -3 | -3 | -4
CC(NC(=O)CCSCc1ccccc1F)c1ccccc1 (stereo not given) | 3 | 12 | 1 | 22 | 0 | -16 | 5 | -1 | 2
O=C(Nc1ccc(CN2CCCCC2)cc1)c1ccc(Br)o1 | -2 | -3 | 0 | 8 | -3 | -10 | -2 | 2 | 9
CCCc1nn(C)c2c1C(c1ccncc1)C(C#N)=C(N)O2 (stereo not given) | -3 | 4 | 0 | 26 | 8 | -24 | 19 | -3 | -4
COC(=O)Cc1c(O)ccn(CCc2c[nH]c3ccccc23)c1=O | -2 | 6 | 2 | 8 | -2 | 4 | 11 | 0 | 0
CN1C(=O)c2cccc3c(S(=O)(=O)Nc4ccc(O)c(C(=O)O)c4)ccc1c23 | 3 | -1 | 3 | 14 | 20 | -6 | 5 | 2 | -1
CC(C)CC(=O)N1CCC(N2CCN(c3ccccc3)CC2)CC1 | 9 | 1 | -1 | 31 | -4 | 15 | 5 | -2 | -2
CCOc1ccc(S(=O)(=O)N(C)c2ccc(OCC(=O)NCc3ccc(C(=O)OC)cc3)cc2)cc1 | 1 | 3 | 2 | 20 | 2 | -3 | 2 | -2 | -11
CCCCc1nc(NCc2ccccc2)c(C#N)c2c1COC(C)(C)C2 | -6 | -19 | 1 | -426 | -6 | -4 | 8 | -3 | 0
O=S1(=O)CCN(Cc2ccc(F)cc2)CC1 | 4 | 5 | 2 | 16 | -3 | -9 | 4 | -1 | 3
COc1ccc(-c2n[nH]c(C)c2-c2ccc(Cl)cc2)c(O)c1OC | 2 | 22 | -1 | 8 | -7 | -9 | 2 | -5 | 3
COc1cccc(CN(C)C(=O)c2cccc(S(=O)(=O)N3CCN(c4ccc(F)cc4)CC3)c2)c1OC | -2 | -13 | 1 | 25 | 0 | 8 | 4 | -5 | -6
COC(=O)C1=C[C@@H](C(=O)OC)[C@@H]2C3=C(C(=O)[C@@]2(C)NC(=O)c2ccccc2)[C@H](c2ccccc2)[C@@H]2C(=O)NC(=O)[C@@H]2[C@@H]3C1 | 2 | -2 | 12 | 20 | -7 | -8 | -1 | 8 | -3
CN(CC(=O)O/N=C(\N)c1ccccn1)S(=O)(=O)c1cc(Cl)ccc1Cl | -3 | 8 | 2 | 12 | -7 | 3 | 6 | 0 | 5
O=C(c1ccccc1)c1c[nH]c2cc3c(cc2c1=O)OCO3 | -1 | -2 | / | / | / | / | -5 | -5 | 1
CC(=O)c1nc(N2C(=O)CC(Cc3ccc(C)cc3)C2=O)sc1C (stereo not given) | -6 | -1 | 1 | 8 | -7 | 8 | -8 | -3 | -9
CCS(=O)(=O)N1CCC(C(=O)O)CC1 | -15 | -16 | 4 | 9 | -9 | 4 | -5 | -3 | 1
COCCN(C(=O)c1cc(Cl)nc2ccccc12)c1c(N)n(Cc2ccccc2)c(=O)[nH]c1=O | -5 | 1 | -2 | 12 | 4 | 7 | 1 | 3 | -14
COc1cccc(NC(=O)CN(C)C(=O)c2cc(-c3ccc(C)o3)nc3ccccc23)c1 | -9 | -1 | -7 | i | -3 | 29 | 4 | -2 | 26
